PAX8 reporter: inhibitors of PAX8-driven TPO luciferase reporter, primary screen, RMG-I cells, single concentration. SteadyGlo, 24 h. 360,000 tested, 1.2% active. inhibition, % at 12.6 µM;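 active = mean replicate inhibition at least 60% with every replicate also reaching 60%; inconclusive = only one of the two criteria is met; inactive = mean below 60% and not all replicates reaching 60%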;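 note: luciferase light reporting Pax8 driven TPO promoter activity; plate controls were median of neutral control wells for no effect and mitoxantrone controls for full effect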
INS-1E GSIS act: GLuc luminescence reporter in INS-1E cells, primary screen for activators of glucose-dependent secretion of insulin; INS-1E GLuc reporter insulin secretion, 2-3 h; activation, % at 16.6 µM; 370,000 tested, 0.61% active; AID 743287, 2014;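 active = lowest replicate activation of at least 40%, so every replicate reaches that level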;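 note: 0% = median of neutral control wells and 100% = median of IBMX positive control wells; some compounds called inactive have numbers as strong as hits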
CFTR F508del cor: F508del CFTR correction, initial screen, CFBE line, single point; activity (quench increase), % at 7.58 µM; CFBE cells, YFP halide quenching; stimulated with forskolin plus potentiator P3; % fluorescence drop versus neutral controls; 350,000 tested, 0.36% active;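 active = mean added fluorescence quench of at least 8% versus neutral control, with both replicates also reaching 8%; inconclusive = only one of the mean or replicate conditions met; inactive = mean below 8% and not both replicates reaching 8%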;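 note: cells transiently co-express mutant CFTR-F508del with the halide-sensitive YFP; corrector assay measuring rescue of mutant channel to the surface after 24 h compound exposure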
DENV2 CPE: inhibitors of DENV2 cytopathic effect, primary screen, cell-based, plate reader, single concentration | DENV2-infected cells, cytopathic effect rescue | 350,000 tested, 1.7% active | CPE inhibition, % at 9.99 µM | AID 651640, 2012; in the data active = CPE inhibition above about 20%, passing the limit was not always enough; inconclusive = no clear call, values can overlap the other calls; tested in BHK-21 cells;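 note: 0% = median of neutral control wells and 100% = median of positive control wells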
FN deposition inh: inhibitors of fibronectin matrix deposition, primary screen, AH1F cells, Alexa488-fibronectin fluorescence, plate reader | AH1F fibroblasts, overnight | inhibition, % at 12.6 µM | 350,000 tested, 0.086% active;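 active = mean inhibition across replicates of 30% or more, regardless of how many single replicates reach that level; inconclusive = mean under 30% yet at least half of replicates reach 30%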;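 note: positive control wells lacked labelled fibronectin entirely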
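Material: AH1F fibroblasts assembling fluorescent fibronectin matrix; amount: 10000 AH1F cells/well; medium: DMEM, 2% serum; reagent: Alexa488-fibronectin, 24 nM final in well; dosing: single compound dose, delivered by pin transfer; incubation: 1 h adhesion, overnight exposure; detection: fluorescence after three HBSS washes, excitation 485 nm, emission 525 nm; measure: fibronectin deposition inhibition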
EWS-Fli inh: EWS/Fli-driven NR0B1 reporter inhibitors, primary screen, A673 cells, NR0B1 luciferase, luminescence, MLPCN library. viability-normalised. 350,000 tested, 0.67% active. AID 651661, 2012. inhibition, % at 12.6 µM;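 active = mean inhibition of at least 50% after viability correction, with every replicate also passing that limit; inconclusive = mean reaches 50% but only one of two replicates passes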;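 note: firefly luciferase signal divided by Alamar Blue viability fluorescence both relative to DMSO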
miR122 inh: miR-122 Renilla sensor signal increase in Huh7, primary screen, miR-122 inhibitor project, cell-based, single point, plate reader; AID 602342, 2012; Huh7 miR-122 Renilla luciferase sensor, 48 h; neutral wells = 0, positive control = 100; 340,000 tested, 0.3% active; activation (reporter increase), % at 12.5 µM;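 active = mean replicate activation score at least 90 and every replicate individually at or above 90; inconclusive = only one of the two criteria met; inactive = neither criterion met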;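 note: higher luciferase means less miR-122 activity so hits act as miR-122 inhibitors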
Numbers without * were called inactive; u = inconclusive; x = not tested or not shown; & = joins results of further samples; [ ] = remark or other dose.

SMILES	PAX8 reporter	INS-1E GSIS act	CFTR F508del cor	DENV2 CPE	FN deposition inh	EWS-Fli inh	miR122 inh
Cc1c(CC(=O)O)c(=O)oc2cc(OCc3ccc(F)cc3Cl)ccc12	2	-12	-3.2	-4	6	4	x
O=C(COC(=O)/C=C/c1ccccc1[N+](=O)[O-])NC(=O)NC1CCCC1	3	-11	-1.8	2	-3	4	x
CC(C)C#Cc1ccc2c(c1)O[C@@H](CN(C)C(=O)C1CCC1)[C@@H](C)CN([C@@H](C)CO)S2(=O)=O	x	-2	-0.1	x	-2	10	5[16.7 µM]
Cc1cccc2c1OCC/C2=N\NC(=O)COc1ccccc1	x	-7	0.6	8	x	-42	x
COc1ccc2c(c1)CCC(=O)[C@H](O)C[C@H](c1ccccc1)OC2=O	-1	12	-0.8	u	7	-14	x
CC1CCC2(CC1)NC(=O)N(CC(=O)NCc1ccco1)C2=O (stereo not drawn)	-6	24	-2.2	u	2	-1	0
Cc1ccc2nc(NC(=O)C3CCCN(S(=O)(=O)c4cnc[nH]4)C3)sc2c1 (stereo not drawn)	-124	-15	2.3	u	4	-96	9
N#CCC(=O)c1sccc1-n1cccc1	27	-8	-0.2	1	-11	-12	x
ClCCn1cnc2c(SCc3ccccc3Cl)ncnc21	-8	x	x	-12	5	-79	20
COc1ccc2c3c(n(C)c2c1)[C@H](CO)NCC31CCN(Cc2ccc(-c3ccccn3)cc2)CC1	x	19	1.0	11	x	10	x
C#CC1(NC(=O)NC(C)(C)C)CCCCC1	-1	11	2.8	x	-9	0	x
CN1Cc2c(N3CCOCC3)nc3sc(C(=O)c4ccc(Br)cc4)c(N)c3c2CC1(C)C	-28	x	-5.6	-19	7	19	-15
COC(=O)C(C)Sc1nc2c(c(=O)n(C)c(=O)n2C)n1CCC(C)C (stereo not drawn)	-16	x	-0.9	-7	-6	-7	x
CCOc1ccc(Cn2c(=O)oc3ccccc32)cc1	-26	-6	-5.0	-4	3	0	-7
O=C(CN1c2ccccc2Sc2ccccc21)NNC(=O)Nc1cccc(Cl)c1	-52	x	-0.3	u	-2	19	113*
O=C(C[C@@H]1CC[C@@H]2[C@H](COC[C@H](O)CN2Cc2nccs2)O1)NCc1ccc(F)cc1	-16	5	-3.9	10	-8	0	-2[16.7 µM]
COc1ccc(OC)c(S(=O)(=O)N2CCC(C(=O)NCc3cccnc3)CC2)c1	-13	21	0.5	1	-2	-5	-4
C[C@H](CO)N1C[C@H](C)[C@@H](CN(C)C(=O)c2cc(-c3ccccc3)on2)OCc2cnnn2CCCC1=O	5&1&1	-1&3	-1.5&-3.5&2.3	-3&-1	-5&9	-5&-2&-5	0
COc1ccc(C2=Nc3ccccc3N(C(=O)Cc3cc(OC)cc(OC)c3)C2C(=O)NC(C)C)cc1 (stereo not drawn)	-174	-16	-0.1	19	-10	-59	x
CCC(=O)Nc1ccc(C(=O)OCc2ccc(Cl)c(Cl)c2)cc1	-16	x	x	7	-7	-6	x
COC(=O)COc1ccc(S(=O)(=O)N2CCCCCC2)cc1	-3	0	0.7	-1	-4	10	-4
C[C@@H]1CCCCO[C@H](CN(C)S(=O)(=O)c2cn(C)cn2)[C@H](C)CN([C@@H](C)CO)C(=O)c2cc(NC(=O)c3ccccc3)ccc2O1	-3&-17	3&-10	-2.1&0.5	u	-12&6	-9&-6	-3
O=[N+]([O-])c1ccc2c(c1)CO[C@@]21O[C@H](CCO)C[C@H](O)[C@H]1O	-25	3	-3.4	7	-5	1	-3
CC1CCN(S(=O)(=O)c2cccc(C(=O)N(Cc3ccccc3)c3ccccn3)c2)CC1	12	6	-5.2	x	1	7	x
Cc1ccc(C)c(NC(=O)C(CC(=O)O)Cc2ccccc2)c1 (stereo not drawn)	-2	-5	-0.1	u	-3	3	-2
CN(C)C(=O)c1cccc(-c2ccc(C3[C@@H]4CN(Cc5ccccc5F)C[C@H]3N4)cc2)c1 (stereo partly drawn)	-13&8	-7&4	-2.0&-0.1	0&-3	5&-1	11&32	x
COc1ccc(S(=O)(=O)N2CCCC2C(=O)Nc2ccc(C)cc2)cc1 (stereo not drawn)	-3	x	x	x	1	x	-10
Cc1noc(C)c1S(=O)(=O)Nc1ccc2c(c1)C(=O)N([C@@H](C)CO)C[C@H](C)[C@@H](CN(C)C(=O)Nc1ccc(F)cc1)O2	25	7	-0.4	x	2	0	4[16.7 µM]
Nc1ccc(C2(c3ccc(N)cc3)C(=O)Nc3ccccc32)cc1	x	8	-2.6	-7	x	10	5
CC(=O)c1c(C)[nH]c(C(=O)NC2=NCCS2)c1C	-36	x	x	x	-5	x	5

An excerpt from above in order of length of the SMILES, rising.
SMILES	PAX8 reporter	INS-1E GSIS act	CFTR F508del cor	DENV2 CPE	FN deposition inh	EWS-Fli inh	miR122 inh
CC(=O)c1c(C)[nH]c(C(=O)NC2=NCCS2)c1C	-36	x	x	x	-5	x	5
COC(=O)COc1ccc(S(=O)(=O)N2CCCCCC2)cc1	-3	0	0.7	-1	-4	10	-4
Cc1ccc(C)c(NC(=O)C(CC(=O)O)Cc2ccccc2)c1 (stereo not drawn)	-2	-5	-0.1	u	-3	3	-2
Nc1ccc(C2(c3ccc(N)cc3)C(=O)Nc3ccccc32)cc1	x	8	-2.6	-7	x	10	5
COc1ccc(S(=O)(=O)N2CCCC2C(=O)Nc2ccc(C)cc2)cc1 (stereo not drawn)	-3	x	x	x	1	x	-10

Other structures.
SMILES	PAX8 reporter	INS-1E GSIS act	CFTR F508del cor	DENV2 CPE	FN deposition inh	EWS-Fli inh	miR122 inh
CCC(C(=O)Nc1sc(C(N)=O)c(C)c1C(=O)OC)c1ccccc1 (stereo not drawn)	13	-2	2.5	x	-6	18	3
O=C(c1ccc(S(=O)(=O)N2CCCCC2)cc1)N1CCN(c2ccccc2F)CC1	3	-19	x	x	-8	x	x
C[C@H](CO)N1C[C@H](C)[C@H](CN(C)Cc2cccc(F)c2)OCc2ccccc2-c2c(n(C)c3ccccc23)C1=O	-5	-11	0.4	-3	1	-16	x
COc1ccc(OC)c(S(=O)(=O)NC(C)c2cnn(-c3ccccn3)c2C)c1 (stereo not drawn)	x	x	-1.5	-5	-6	5	7
Cc1ccc(S(=O)(=O)n2ccc3c(OCCOCCNCc4ccc(F)cc4)cccc32)cc1	54	5	1.7	-3	-7	u	x
O=C(CCS(=O)(=O)c1ccc(Cl)cc1)N1CCN(c2ccc(F)cc2)CC1	-2	-28	-2.5	u	x	-6	1
Cc1ccccc1COC(=O)c1cc([N+](=O)[O-])ccc1N1CCOCC1	24	15	-3.9	0	4	x	x
CC1(C)CC(=O)C=C(/C=C/c2ccccc2)C1	4	-1	1.9	x	5	-32	4
CO[C@H]1CN(C)C(=O)c2ccc(NC(=O)NC(C)C)cc2OC[C@@H](C)N(Cc2cncnc2)C[C@H]1C	x	-11	-0.3	x	-5	3	3[16.7 µM]
Cc1ccc(O)c(NC(=O)c2noc3c2CCCCC3)c1	-70	2	4.1	-3	5	-39	-2
O=C(N/N=C/c1ccc(N2CCOCC2)s1)c1ccc(NS(=O)(=O)c2cccs2)cc1	-14	32	1.5	1	-2	-6	4
CC(C)(C)c1ccc(CS(=O)(=O)CC2(O)CCN(C(=O)c3cccc(C(F)(F)F)c3)CC2)cc1	-6	x	x	x	-9	x	-3
Cc1ccc(-n2nnc3c(=O)n(CC(=O)c4ccccc4)cnc32)cc1	x	7	1.8	4	7	-1	x
Cc1cc(NC(=O)C(C)SCC(=O)Nc2ccccc2C(C)(C)C)no1 (stereo not drawn)	-8	-9	0.3	-11	1	-2	0
C[C@H]1CN([C@@H](C)CO)C(=O)c2cc(C#CCN(C)C)cnc2O[C@H]1CN(C)C(=O)Nc1cccc(F)c1	x	-5	-0.9	-3	x	-6	23[16.7 µM]
Cc1ccc(Nc2c([N+](=O)[O-])ccc3nonc23)c(C)c1	1	11	-2.1	-5	0	-13	x
O=C(COC(=O)C12CC3CC(CC(Br)(C3)C1)C2)Nc1c(F)cccc1F	-7	-44	-1.4	3	-5	3	x
CO[C@H]1CN(C)C(=O)c2ccc(NC(=O)C3CCOCC3)cc2OC[C@H](C)NC[C@H]1C	x	16	0.6	0	4	0	x
CC(C)C[C@H](NC(=O)C1CC(=O)N(c2ccc(F)cc2)C1)C(=O)N1CCCCC1 (stereo partly drawn)	-5	x	-3.0	-2	-8	-10	7
CCCS(=O)(=O)NC(=O)C1(C)CCN(C(=O)c2c(F)cccc2F)C1 (stereo not drawn)	1	x	-0.5	2	x	14	x

Record cards, from the list above. Order of screens: PAX8 reporter, INS-1E GSIS act, CFTR F508del cor, DENV2 CPE, FN deposition inh, EWS-Fli inh, miR122 inh
Entry for O=[N+]([O-])c1ccc2c(c1)CO[C@@]21O[C@H](CCO)C[C@H](O)[C@H]1O → -25, 3, -3.4, 7, -5, 1, -3
Entry for CC1CCN(S(=O)(=O)c2cccc(C(=O)N(Cc3ccccc3)c3ccccn3)c2)CC1 → 12, 6, -5.2, x, 1, 7, x
Entry for O=C(C[C@@H]1CC[C@@H]2[C@H](COC[C@H](O)CN2Cc2nccs2)O1)NCc1ccc(F)cc1 → -16, 5, -3.9, 10, -8, 0, -2[16.7 µM]
Entry for O=C(CN1c2ccccc2Sc2ccccc21)NNC(=O)Nc1cccc(Cl)c1 → -52, x, -0.3, u, -2, 19, 113*

Continuation:
SMILES	PAX8 reporter	INS-1E GSIS act	CFTR F508del cor	DENV2 CPE	FN deposition inh	EWS-Fli inh	miR122 inh
CCCCC(CC)C(=O)Nc1ccc(C)c(O)c1 (stereo not drawn)	11	-9	0.6	4	-7	10	x
COc1cc(OC)cc(C2=Cc3ccc(OC)cc3C(CC(C)=O)N2c2ccc(C#CCCO)cc2)c1 (stereo not drawn)	11	4	-2.1	0	-6	2	x
CCOC(=O)c1csc(N)c1-c1ccc([N+](=O)[O-])cc1	-11	x	1.5	1	-3	3	x
CCOc1ccc(N=C(/C(C(=O)C(=O)N2CCOCC2)=C(/O)c2ccccc2)c2ccccc2)cc1	-169	-3	-2.3	5	-7	-41	x
O=C(CSCc1cccc(Cl)c1)N1CCN(Cc2ccc3c(c2)OCO3)CC1	4	x	x	x	1	x	-5
CCCC(=O)Nc1ccc2c(c1)C(=O)N(C)[C@@H]1CC[C@H](CC(=O)NCc3ccccc3)O[C@@H]1CO2	3	-1	-0.5	-7	x	8	-1[16.7 µM]
Cc1ccc(C(=O)N/N=C/c2ccc(N3CCOCC3)cc2)c(C)c1	-4	8	3.0	-3	x	-12	x
Cc1noc(C)c1S(=O)(=O)Nc1ccc2c(c1)CC(=O)N([C@@H](C)CO)C[C@H](C)[C@H](CN(C)C(=O)Nc1cccc3ccccc13)O2	x	-6	-0.4	2	2	2	-9[16.7 µM]
COc1cc2c(cc1OC)C(c1ccccc1N)=NCC2	9	3	-0.9	2	7	9	2
COCCNC(=O)C(c1cccc(OC)c1)N(Cc1cccs1)C(=O)Cn1nnc2ccccc21 (stereo not drawn)	9	x	x	x	6	x	2

Shown with values under each structure: 3 of the compounds above.
Results follow in this order: PAX8 reporter	INS-1E GSIS act	CFTR F508del cor	DENV2 CPE	FN deposition inh	EWS-Fli inh	miR122 inh
Cc1noc(C)c1S(=O)(=O)Nc1ccc2c(c1)CC(=O)N([C@@H](C)CO)C[C@H](C)[C@H](CN(C)C(=O)Nc1cccc3ccccc13)O2
 : x	-6	-0.4	2	2	2	-9[16.7 µM]
COc1cc2c(cc1OC)C(c1ccccc1N)=NCC2
 : 9	3	-0.9	2	7	9	2
COCCNC(=O)C(c1cccc(OC)c1)N(Cc1cccs1)C(=O)Cn1nnc2ccccc21 (stereo not drawn)
 : 9	x	x	x	6	x	2

High-throughput results deposited in PubChem by Broad Institute.
